p47phox inh: p47phox/p22phox peptide binding inhibitors, primary screen, biochemical, uHTS, NADPH oxidase regulatory subunit; fluorescence polarization, 2 h; hit rate 0.53% among 220,000; inhibition, % at 24.7 µM;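 active = inhibition above about 30%, limit read from the data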;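 also: 0% = p47phox with labelled peptide and 100% = labelled peptide alone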
Target sequence (P14598 whole entry, looked up): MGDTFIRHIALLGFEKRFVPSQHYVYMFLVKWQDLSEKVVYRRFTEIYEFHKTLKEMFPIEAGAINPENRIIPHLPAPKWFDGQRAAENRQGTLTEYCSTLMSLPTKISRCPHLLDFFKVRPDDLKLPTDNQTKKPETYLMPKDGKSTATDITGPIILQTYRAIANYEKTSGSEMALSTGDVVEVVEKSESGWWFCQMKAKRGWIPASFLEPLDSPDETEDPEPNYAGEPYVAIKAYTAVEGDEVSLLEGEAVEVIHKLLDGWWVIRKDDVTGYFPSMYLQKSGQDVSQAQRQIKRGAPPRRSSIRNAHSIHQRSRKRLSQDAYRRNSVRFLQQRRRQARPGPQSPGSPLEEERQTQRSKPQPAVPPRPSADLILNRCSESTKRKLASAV
Hck Nef HTS: inhibitors of Nef-activated human Hck kinase, primary screen, biochemical, Z-Lyte FRET, 384-well, Hck-YEEI; Tyrosine-protein kinase HCK (Homo sapiens), P08631; Recombinant Hck-YEEI plus Nef, Z-Lyte FRET kinase assay; inhibition, % at 20 µM; hit rate 0.68% among 220,000;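 active = Hck-Nef kinase inhibition above about 50%, limit read from the data; inactive = inhibition below that limit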;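 also: 0% = DMSO with Hck plus Nef and 100% = Hck alone without Nef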
Runt-CBFb FRET: inhibitors of RUNX1 Runt–CBFb binding, primary screen, biochemical, FRET, Cerulean-Runt, Venus-CBFb, uHTS; Runt-related transcription factor 1 (Homo sapiens) + Core-binding factor subunit beta …; Cerulean-Runt/Venus-CBFb FRET ratio 530/480, 1 h; inhibition, % at 20 µM; hit rate 0.46% among 220,000;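 active = inhibition over about 50% at 20 µM in the single-dose screen, limit read from the data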;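 also: 0% = DMSO wells and 100% = excess unlabeled CBFb competitor control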
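Doses: 20 µM compound in 1% DMSO | Material: Cerulean-labeled Runt domain protein | Amount: Each fluorescent fusion protein 100 nM | Schedule: Two 1 h room-temperature incubations shielded from light | Measured by: FRET fluorescence | Evaluation: Loss of energy transfer signal | Controls: Unlabeled CBFb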
Mdm2 ligase inh: MDM2-luciferase reporter signal enhancers, primary screen, MDM2 E3 ligase inhibitor project, cell-based, luminescence, 1536-well | E3 ubiquitin-protein ligase Mdm2 (Homo sapiens), Q00987 | cell-based MDM2 ubiquitination luciferase reporter, 2 h; 0 = plate control, 100 = twice control, blank-subtracted | signal enhancement, % at 5 µM | hit rate 0.11% among 210,000;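 active = signal enhancement of 30% or more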;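 also: luminescence tracks abundance of the self-degrading MDM2-luciferase fusion protein; higher signal means inhibition of MDM2 E3 ligase activity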
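Material: stable MDM2–luciferase fusion reporter cells / Quantity: 2000 cells/well / Dosing: single 5 µM compound dose, 0.2% final DMSO / Buffer or medium: DMEM / Schedule: 4 h cell settling then 2 h compound exposure, 37 °C / Detection: luminescence with SteadyLite reagent, 15 min at room temperature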
L929 necroptosis: inhibitors of zVAD-triggered necroptosis, primary screen, L929 cells; L929 zVAD necroptosis rescue, ATP luminescence, 24 h; with zVAD 60 µM; viability rescue, % at 10 µM; hit rate 0.38% among 220,000; AID 1377, 2008;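 active = activation, scaled between plate controls, above about 75%, limit read from the data; inactive = activation under that limit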;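 also: 0% = zVAD with DMSO and 100% = DMSO alone without zVAD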
14-3-3 Bad inh: inhibitors of 14-3-3 zeta/Bad binding, primary screen, biochemical, TR-FRET, bovine 14-3-3 zeta; TR-FRET 14-3-3zeta/Dy647-pBad peptide displacement, 1 h; inhibition, % at 21.7 µM; hit rate 0.71% among 220,000;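 active = inhibition above about 70%, limit read from the data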;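 also: 0% = full 14-3-3 plus peptide FRET controls and 100% = background without 14-3-3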
Target sequence (P63103 whole entry, looked up): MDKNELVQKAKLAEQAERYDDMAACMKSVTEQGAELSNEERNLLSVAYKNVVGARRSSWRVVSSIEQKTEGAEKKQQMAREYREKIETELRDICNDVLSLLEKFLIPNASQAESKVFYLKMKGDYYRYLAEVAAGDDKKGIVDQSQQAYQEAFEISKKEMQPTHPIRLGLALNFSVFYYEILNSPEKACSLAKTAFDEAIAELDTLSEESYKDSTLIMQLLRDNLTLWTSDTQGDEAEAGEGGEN
Runt-SMMHC FRET: inhibitors of RUNX1 Runt–CBFb-SMMHC binding, primary screen, biochemical, FRET, Cerulean-Runt, Venus-CBFb-SMMHC, uHTS | hit rate 0.74% among 220,000 | Runt-related transcription factor 1 (Homo sapiens) + Core-binding factor subunit beta … | Cerulean-Runt/Venus-CBFb-SMMHC FRET ratio 530/480, 1 h | inhibition, % at 20 µM | AID 1434, 2008;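 active = mean inhibition across duplicate retests at 20 µM reaching about 50%, limit read from the data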;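 also: 0% = DMSO wells and 100% = wells with excess untagged CBFb-SMMHC; inhibitors lower the FRET ratio by blocking Runt binding to CBFb-SMMHC; some results filed as inactive read as strong as hits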
EBV gp42 inh: Epstein-Barr virus gp42 inhibitors, primary screen, biochemical, uHTS, fluorescence polarization | Glycoprotein 42 (Epstein-Barr virus (strain AG876)), Q1HVG2 | Fluorescence polarization binding assay, mP read-out | inhibition, % (tested at 21.74 µM) | hit rate 0.42% among 220,000 | AID 1085, 2008; in the data active = inhibition above about 50%
Target sequence (Q1HVG2 whole entry, looked up): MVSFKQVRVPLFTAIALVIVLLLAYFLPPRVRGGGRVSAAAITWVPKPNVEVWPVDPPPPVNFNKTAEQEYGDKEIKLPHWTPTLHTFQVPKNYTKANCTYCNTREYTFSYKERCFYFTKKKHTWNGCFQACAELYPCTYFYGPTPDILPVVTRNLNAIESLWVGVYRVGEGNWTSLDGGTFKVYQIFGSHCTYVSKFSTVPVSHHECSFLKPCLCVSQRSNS
TbHK1 inh: Trypanosoma brucei hexokinase 1 inhibitors, primary screen, biochemical, G6PDH-coupled NADH absorbance, MLSCN library. recombinant TbHK1, G6PDH-coupled NADH A340. hit rate 0.11% among 220,000. inhibition, % at 10 µM. AID 1430, 2008. hexokinase 1 [Trypanosoma brucei];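 active = inhibition of 50% or more in the single-dose primary screen; inactive = inhibition below 50%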
An asterisk follows results filed as active; x = not tested or not shown; [ ] = remark or other dose. Compounds were not picked by outcome; about 3.2% have a hit in one of these screens.

SMILES	p47phox inh	Hck Nef HTS	Runt-CBFb FRET	Mdm2 ligase inh	L929 necroptosis	14-3-3 Bad inh	Runt-SMMHC FRET	EBV gp42 inh	TbHK1 inh
CCOc1cc(C(c2c(C)[nH][nH]c2=O)c2c(C)[nH][nH]c2=O)ccc1OS(=O)(=O)c1ccccc1	-12	0	1	-9	-0.2	-14	2	-11	10
CCCCN(C)CCC(=O)Nc1ccc(C)cc1	-2	2	1	-3	0.3	17[fluorescence artefact?]	-4	-24	12
CCO[C@H]1OC(C(=O)NCc2ccccc2)=C[C@@H](c2ccc(Br)cc2)[C@@H]1CCCO	-14	-1	-4	x	1.7	-2	1	-7	-12
CC1NC(=O)N(C)C2NC(=O)N(C)C(c3ccccc3)C12 (configuration not stated)	0	-1	0	-2	4.3	3[fluorescence artefact?]	-1	0	4
Cc1cccc(NC(=O)c2ccc(NS(=O)(=O)c3c(C)noc3C)cc2)c1	2	1	-1	-11	1.1	5	2	-5	2
O=C(O)c1cccnc1C(=O)N1CCc2c([nH]c3ccccc23)C1C(F)(F)F (configuration not stated)	-4	-9	5	-5	0.6	5	-2	2	-5
O=C(NCc1ccc(N2CCCC2=O)cc1)c1ccc(F)cc1	5	-6	0	-1	0.9	4	0	-7	-3
O=C(CSc1ccc(-c2ccc(Cl)cc2)nn1)N1CCCc2ccccc21	-25	3	-2	-7	0.5	-3	0	-7	-8
COC(CNC(=O)c1cc(C)nn1-c1ccccc1)OC	5	-21	2	-5	1.8	14[fluorescence artefact?]	-2	-16	-3
c1ccc(Cc2nc3ccccc3o2)cc1	-9	0	2	3	-0.2	5	-2	37	-4
COc1ccc2cc(C(=O)N3CCOCC3)sc(=O)c2c1OC	-6	0	0	-22	0.9	-10	1	-1	-2
CCC(=O)N1CCc2cc(S(=O)(=O)NCCCN3CCN(Cc4ccccc4)CC3)ccc21	-11	4	2	-16	-0.7	-9	-3	-15	10
CC12CCCCC1N(O)C(=O)C(=O)N2O (configuration not stated)	6	-2	-1	-13	-0.3	2	-5	-6	-5
CC1CCCN(C(=O)CN2C(=O)c3ccccc3C2=O)C1 (configuration not stated)	-13	-22	-1	-17	-0.4	7	0	2	5
Cn1cccc1Cc1nnc(SCC(=O)NC2CCCCC2)n1-c1ccc(F)cc1	-26	0	0	-28	0.8	0	-6	-7	-9
O=c1c2ccccc2nc2n1CCCCN2	-1	-1	-1	3	0.0	-12[fluorescence artefact?]	1	3	-5
Cc1[nH]c2ccccc2c1/C=N/NS(=O)(=O)c1ccccc1	-10	20	-1	0	0.5	-12	-4	4	-7
Cc1cc(NC(=O)CCC(=O)N(c2ccc(F)cc2)C(C(=O)NC2CCCC2)c2ccncc2)no1 (configuration not stated)	-11	-2	1	-28	0.8	-9	-1	-16	-2
COc1ccc(N2CCN(C(=S)NCc3ccc(C)cc3)CC2)cc1	-3	15	2	-5	9.3	-2	4	-17	-1
CC(NCc1ccc(F)cc1)C(=O)Nc1cc(S(=O)(=O)N2CCCCC2)ccc1Cl (configuration not stated)	-10	-1	-1	-8	-0.2	-2	-1	-4	0
CC(C)c1nnc(NC(=O)CC(=O)Nc2ccccc2C(=O)O)s1	-2	1	3	7	2.2	4	-9	-7	-9
CCOC(=O)c1c(C)[nH]c(C(=O)NNC(=O)c2ccccc2)c1C	-23	1	-1	-24	0.0	8	1	-28	2
Cc1cccc(OCC2=NS(=O)(=O)c3ccccc3N2)c1	-20	0	1	2	0.0	-2	-6	-11	0
O=C(Nc1ccc2c(c1)OCO2)N1CCN(c2ccccc2Cl)CC1	-11	0	2	2	0.6	2	0	-16	2
CC1(C)CC(=O)C(C=Nc2ccccc2Sc2ccccc2)=C(O)C1	0	-2	-1	-44	51	-11	-2	4	-14

Arranged by formula weight (largest number first): part of the list above
SMILES	p47phox inh	Hck Nef HTS	Runt-CBFb FRET	Mdm2 ligase inh	L929 necroptosis	14-3-3 Bad inh	Runt-SMMHC FRET	EBV gp42 inh	TbHK1 inh
CCC(=O)N1CCc2cc(S(=O)(=O)NCCCN3CCN(Cc4ccccc4)CC3)ccc21	-11	4	2	-16	-0.7	-9	-3	-15	10
CC(C)c1nnc(NC(=O)CC(=O)Nc2ccccc2C(=O)O)s1	-2	1	3	7	2.2	4	-9	-7	-9
CC1CCCN(C(=O)CN2C(=O)c3ccccc3C2=O)C1 (configuration not stated)	-13	-22	-1	-17	-0.4	7	0	2	5

More compounds
SMILES	p47phox inh	Hck Nef HTS	Runt-CBFb FRET	Mdm2 ligase inh	L929 necroptosis	14-3-3 Bad inh	Runt-SMMHC FRET	EBV gp42 inh	TbHK1 inh
O=C(CN1C(=O)c2ccccc2C1=O)NCC(=O)OCC(=O)c1cccc([N+](=O)[O-])c1	-7	21	-1	3	1.9	-13	3	-6	-2
O=C(O)c1cccc(S(=O)(=O)Nc2ccccc2N2CCOCC2)c1	-1	2	-8	-56	0.9	4	-4	-17	-3
Cc1cccc(N2CCN(C(=O)c3ccc(CS(=O)(=O)c4ccccc4C)o3)CC2C)c1 (configuration not stated)	-2	0	-1	-11	-0.3	8	0	8	1
Cn1cc(Br)c(C(=O)Nc2sc3c(c2C(N)=O)CCC3)n1	-21	-1	2	-11	0.9	7	-5	-20	-12
Cc1ccc(S(=O)(=O)[N-]c2nc3ccccc3nc2-n2cc[n+](Cc3ccccc3)c2)cc1	-8	13	19	-10	0.7	-1	39	0	-6
COc1cc(/C=C2/C(=N)N3C=CSC3=NC2=O)ccc1OCCOc1ccc(NC(C)=O)cc1	-21	18	-2	-2	2.4	-10	-7	-17	-34
CCCOCC1CC2(SC(=Nc3ccc(C)cc3)NC2=O)C(=O)O1 (configuration not stated)	5	0	0	-17	0.0	0	5	-17	-1
CC(C)OC(=O)CC(NC(=O)OC(C)(C)C)c1ccccc1 (configuration not stated)	-4	-7	0	x	2.6	-14	-3	2	-1
N#CC1=C(SCc2ccccc2)NC(=O)CC1c1ccc(O)cc1 (configuration not stated)	-7	1	0	-25	0.1	-12	10	-12	5
CSc1nc(C)[nH]c(=O)c1C#N	-5	-3	1	-2	-0.4	-4	-6	-24	-12
CCOc1ccccc1N/C(=N/c1nc(C)cc(C)n1)NC(=O)Nc1ccc(Cl)c(Cl)c1	-9	3	-9	-19	0.1	1[fluorescence artefact?]	-1	-10	-25
CN(C)NC(=O)c1ccc([N+](=O)[O-])s1	-19	0	1	-12	0.6	-11	-2	-13	-26
Cc1c(-c2cccc(NC(=O)c3cccs3)c2)nc2ncccn12	1	5	-7	-13	8.6	4[fluorescence artefact?]	-6	8	-9
Cc1nn(-c2ccccc2)c(Cl)c1/C=N/NC(=O)c1ccccc1NS(=O)(=O)c1cccs1	-19	4	-3	3	0.5	-6	2	1	0
CCOC(=O)CSc1nnc(CSc2nc(N)c3c(C)c(C)sc3n2)n1-c1ccccc1	-25	2	-10	-5	3.6	-6	-5	-1	-9
CCn1c(O)c(N=Nc2ccc3ccccc3n2)c2ccccc21	-34	-17	-9	-12	-0.1	-4	-14	1	-29
COCCNC(=O)c1cc2ncc(Br)cn2n1	-13	-2	1	-37	0.7	-3	-5	-14	-9
Cc1nn(Cc2ccccc2)c(Cl)c1/C=C/C(=O)OCC(=O)N(C)C1CCS(=O)(=O)C1 (configuration not stated)	-5	1	-3	11	0.5	-21	1	-3	-2
O=C(COC(=O)/C=C/c1ccco1)Nc1ncc(Cl)cc1Cl	-16	-11	2	0	1.0	-3	-3	-4	-2
CCCCCCCCc1nc(SCC(C)=O)n[nH]1	-5	4	-1	-1	0.2	-2	-3	-14	10
COc1ccc(C2/C=C\CN(C(=O)CC(C)(C)C)CC(=O)N2Cc2ccc(F)cc2)cc1 (configuration not stated)	1	24	-1	15	1.2	-1	1	-8	-7
CCS(=O)(=O)N1CCN(C2Cc3ccccc3C2)CC1	-13	3	-1	-12	-0.5	33[fluorescence artefact?]	-1	-5	-4
CCN(C(=O)COC(=O)/C=C/c1ccc(S(=O)(=O)N2CCc3ccccc32)cc1)C1CCS(=O)(=O)C1 (configuration not stated)	-29	6	-6	-11	-0.4	1	-10	-4	-9
COc1ccc(Cl)cc1NC(=O)c1cc(-c2ccccc2O)n[nH]1	-13	46	1	-12	x	3	3	-7	-3
Cc1oc(-c2ccc(Cl)cc2)cc1C(=O)/C(C#N)=C/Nc1cccc(OC(F)(F)F)c1	-24	11	6	-18	1.0	-3	1	-19	-33

Additional structures.
SMILES	p47phox inh	Hck Nef HTS	Runt-CBFb FRET	Mdm2 ligase inh	L929 necroptosis	14-3-3 Bad inh	Runt-SMMHC FRET	EBV gp42 inh	TbHK1 inh
CC(C)Cn1c(N)c(C(=O)COC(=O)c2cc(C(F)(F)F)nc3ccccc23)c(=O)n(C)c1=O	-59	-2	1	x	4.5	3	0	-8	-10
Cc1ccc(O)c(C(=O)/C=C/c2ccc3c(c2)OCCO3)c1	-1	18	0	-17	0.6	5	-4	-4	-2
COc1ccc(C2CC(c3cccs3)=NN2S(C)(=O)=O)cc1 (configuration not stated)	-53	7	0	-1	0.2	-9	-1	-17	-10
CCc1ccc(NS(=O)(=O)c2ccc3[nH]cc(C(=O)N(C)Cc4ccco4)c(=O)c3c2)cc1	-20	-1	8	-1	1.9	26[fluorescence artefact?]	11	-18	-5
Cn1nnnc1SCC1=C(C(=O)O)N2C(=O)C(NC(=O)Cn3nc(C(F)F)cc3C3CC3)C2SC1 (configuration not stated)	-6	35	4	-8	2.2	-9	1	-8	7
COc1ccc2cc(-c3[nH]ncc3CN3CCCCO3)ccc2c1	-10	18	-2	-1	58	4	-1	-6	-3
COCCNC(=O)CN(Cc1ccc(Cl)cc1)S(C)(=O)=O	1	-8	0	-15	-0.2	-8[fluorescence artefact?]	3	0	38
CN(C)C(=O)C(=O)c1c(-c2ccccc2)cc2ccccn12	-7	0	1	-2	0.1	6	1	9	-12
CS(=O)(=O)N(CC(=O)N/N=C/c1cc([N+](=O)[O-])ccc1Cl)c1ccccc1	-5	7	-2	7	-0.6	-1[fluorescence artefact?]	-1	-11	-2
CCOC(=O)c1sc(-c2ccc(Cl)cc2Cl)nc1O	-16	-135	-61	-12	0.7	-16	84*	8	-13
CCOc1ccccc1C(=O)N(CCC(=O)OC)c1ccccn1	-3	-5	0	-6	-0.1	5	1	5	2
C=CCNC(=O)C1CCCN(S(C)(=O)=O)C1 (configuration not stated)	-8	-1	x	-11	0.1	-6	-5	-38	2
Cc1onc(-c2ccccc2Cl)c1C(=O)Nc1ccc(S(=O)(=O)Nc2nccs2)cc1	-20	-11	-3	-8	0.0	-6	-1	7	12
COC(=O)c1cc(Br)c(=O)n(-c2ccccn2)c1	-8	2	0	-6	1.1	5	2	-17	-12
